N370S GC: inhibits or activates N370S mutant glucocerebrosidase. N370S GC spleen homogenate, 4MU-glucoside fluorescence. 330,000 tested, 0.092% active. Potency, µM (series often up to 59.4 µM), without a hit: at the top dose activity change, negative = inhibition, most hits filed as inhibitors. P04062;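 note: 0% = full enzyme activity and -100% = no enzyme basal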
KAT2A inh: inhibitors of human GCN5L2 histone acetyltransferase; GCN5L2 HAT assay, ThioGlo1 CoA-SH fluorescence; Potency, µM (doses to about 58.9 µM), without a hit: at the highest dose activity change, negative = inhibition, most hits filed as inhibitors; 390,000 tested, 0.21% active; AID 504327
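Titration-based screen in which CoA formation is detected via maleimide probe ThioGlo1 (50uM) turning fluorescent on thiol reaction; substrates H3(1-25) 75uM and acetyl-CoA 70uM, GCN5L2 20nM, 20 min incubation at room temperature.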
FEN1 inhibitor: human FEN1 inhibition; P39748; Recombinant FEN1 flap cleavage, fluorescence, 15 min; Potency, µM (doses to about 114 µM), for inactives: at the highest dose activity change, negative = inhibition, hits mostly inhibitors; 390,000 tested, 0.35% active; note: nearly all actives have a fitted effect of over 65% in size
Target sequence (P39748 whole entry, looked up): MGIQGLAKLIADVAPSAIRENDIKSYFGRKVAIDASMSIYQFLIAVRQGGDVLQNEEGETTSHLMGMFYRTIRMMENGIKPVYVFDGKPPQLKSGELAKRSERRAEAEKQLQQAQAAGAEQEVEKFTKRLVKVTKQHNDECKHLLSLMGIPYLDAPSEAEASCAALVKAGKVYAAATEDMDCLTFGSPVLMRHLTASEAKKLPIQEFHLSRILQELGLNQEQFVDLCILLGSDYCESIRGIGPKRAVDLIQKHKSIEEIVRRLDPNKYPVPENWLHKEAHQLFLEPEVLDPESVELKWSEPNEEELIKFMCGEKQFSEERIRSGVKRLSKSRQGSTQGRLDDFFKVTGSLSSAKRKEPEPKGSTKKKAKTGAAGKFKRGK
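Compounds are tested as a concentration series against 10 nM FEN1; after a 15 min room-temperature preincubation, 50 nM substrate starts cleavage, with plate reads at 0 and 15 min. Normalized responses are fitted by a Hill equation.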
Active calls of the source: *; u = inconclusive; x = not tested or not shown; & = joins results of further samples; [ ] = another dose, or the depositor's remark. Calls come from the whole dose curve; as a rule, active = well fitted curve in the direction sought with a large enough effect; inconclusive = small, poorly fitted or top-dose-only effect, or another doubt; inactive = no such curve, though single readings can be large; an effect the other way counts as inactive or inconclusive. Unless noted, % is set by controls: 0 for no effect and ±100 for the full control effect; potency is the fitted concentration of half-maximal effect.

Results follow in this order: N370S GC	KAT2A inh	FEN1 inhibitor
COc1ccc(NC(=O)c2oc3ccccc3c2NC(=O)Cc2cccs2)c(OC)c1
→ x	-3%	4%
Cc1ccccc1CN1CCC(Oc2ccc(C(=O)NCc3ccccn3)cc2)CC1
→ -2%	-2%	-9%
Cc1ccc(NCc2ccccc2)cc1
→ -5%	-2%	7%
COC(=O)CNC(c1ccccc1)c1cc(Br)ccc1NC(=O)c1ccc(Cl)cc1 (centres undefined)
→ x	-3%	-21%
CC(=O)c1cccc(NC(=O)C(C)OC(=O)C2CCC2)c1 (centres undefined)
→ -11%	-6%	24%
O=C1CS/C(=C/C(=O)c2cccc(Cl)c2)N1
→ u	-3%	3%
Cc1cc(C)n(-c2ncnc3sc4c(c23)CC(C)CC4)n1 (centres undefined)
→ -7%	-8%	-1%
CCn1nc(C)c(CCN(C)C(=O)Nc2cccc(Cl)c2C)c1C
→ x	19%	0%
O=C(Cn1cc(C(F)(F)F)ccc1=O)N/N=C/c1ccc(Cl)cc1
→ -10%	-2%	24%
CC(O)/C=C/C1OC(=O)CC1Nc1ccc(C=O)cc1 (centres undefined)
→ 17%	-2%	-2%
COc1ccc(C(=O)N[C@H](C(=O)OCC(=O)NC(=O)c2cccn2C)C(C)C)cc1
→ -2%	2%	5%
Cc1ccc(S(=O)(=O)NC(CC(=O)NCC2CCCO2)c2ccccc2)cc1 (centres undefined)
→ 11%	-8%	23%
Cc1cccc(-c2nn(C(=S)Nc3ccccc3)cc2-c2ccnc3ccccc23)n1
→ -18%	0%	x
COc1ccc(NC(=O)CCc2nc3ccccc3c(=O)[nH]2)cc1S(=O)(=O)N1CCCCC1
→ x	-7%	-2%
Cc1cccc(C(=O)N2CC(=O)Nc3ccc(F)cc3C2c2ccc(F)cc2)c1 (centres undefined)
→ -10%	2%	3%
COc1ccc(N2C(=O)c3cccc4c(N(C)CCO)ccc(c34)C2=O)cc1
→ -8%	-7%	-13%
COCC1CCCN(Cc2cn(-c3ccccc3)nc2-c2ccc3c(c2)OCO3)C1 (centres undefined)
→ 13%	-4%	-16%
CCOC(=O)c1sc(NC(=O)C2CC(=O)N(c3ccccc3OC)C2)nc1C (centres undefined)
→ x	-4%	-3%
Cc1ccccc1Cn1ccc(NC(=O)c2cc3nc(-c4ccco4)cc(C(F)(F)F)n3n2)n1
→ 7%	2%	9%
Cc1cc2nn(-c3ccc(F)cc3)nc2cc1NC(=O)c1ccc(C(C)(C)C)cc1
→ x	-3%	-3%

Individual results from above.
FEN1 inhibitor with `Cc1ccccc1Cn1ccc(NC(=O)c2cc3nc(-c4ccco4)cc(C(F)(F)F)n3n2)n1` = 9%
N370S GC with `Cc1ccc(NCc2ccccc2)cc1` = -5%
KAT2A inh with `O=C1CS/C(=C/C(=O)c2cccc(Cl)c2)N1` = -3%
FEN1 inhibitor with `COc1ccc(NC(=O)c2oc3ccccc3c2NC(=O)Cc2cccs2)c(OC)c1` = 4%

Later entries
Results follow in this order: N370S GC	KAT2A inh	FEN1 inhibitor
Cc1ccccc1NC(=O)Nc1c(C)n(C)n(-c2ccccc2)c1=O
→ -1%	2%	-5%
Cc1cc(=O)oc2cc(NC(=O)CN3C(=O)NC(C)(c4ccccc4)C3=O)ccc12 (centres undefined)
→ 7%	-5%	-3%
CC(=O)NCCC(=O)Nc1nc(-c2c[nH]c3ccccc23)cs1
→ -7%	-8%	30%
CCOCCCNC(=O)c1c(C)[nH]c(C(=O)OCC)c1C
→ 6%	0%	4%
O=C(O)c1cc(=O)c2c3nc4ccccc4oc-3cc(=O)c2[nH]1
→ x	-23%	u
C=CCNC(=S)NNC(=O)c1ccc(C)c(Cl)c1
→ -2%	-1%	2%
COc1ccccc1CNC(=O)C1CCCN(C(=O)c2cnn(-c3ccc(F)cc3)c2-n2cccc2)C1 (centres undefined)
→ x	1%	-3%
COc1ccc(NC(=O)C2CCN(C(=O)Cc3ccccc3)CC2)cc1OC
→ -3%	-3%	-4%
CC(CNC(=O)CC(C)(C)C)NC(=O)CC(C)(C)C (centres undefined)
→ 13%	-1%	-1%
COc1cccc(CN2CCN(C(=O)c3ccc(-c4ccccc4)cc3)CC2)c1OC
→ -25%	-5%	-15%
CC(C)(C)c1cc(NC(=O)CSc2nncs2)n(-c2ccccc2)n1
→ 19%	-3%	1%
O=[N+]([O-])c1ccc(N/N=C/c2cccc(O)c2O)c(S(=O)(=O)N2CCOCC2)c1
→ u	-7%	-17%
C=CCCC(=O)Nc1ccc(Br)cn1
→ 6%	-1%	1%
CCN(CC)S(=O)(=O)c1cccc(C(=O)NC(C(=O)Nc2nnc(C)s2)C(C)C)c1 (centres undefined)
→ 8%	-6%	6%
COc1ccc(OC)c2c(N)c(C#N)c(C(F)(F)C(F)(F)F)nc12
→ u	-6%	-4%
CCN(Cc1ccc(Cl)s1)C(=O)c1cccc(OCc2c(C)noc2C)c1
→ x	-6%	-4%
O=[N+]([O-])c1cccnc1N1CCN(c2ccccc2F)CC1
→ 7%	-11%	-9%
COc1cccc(CNS(=O)(=O)c2csc(C(N)=O)c2)c1
→ -21%	-5%	-14%
COC(CN(C(=O)CCl)C(C(=O)NC1CCCCC1)c1ccc(C)cc1)OC (centres undefined)
→ 16%	-9%	-1%
CNc1nc(N)nc(-c2cc(Cl)ccc2OC)n1
→ 15%	u	-2%
C=C(C)CNC(=S)N/N=C(\C)c1cccc(NC(C)=O)c1
→ -6%	-9%	2%
Cc1[nH]c2ccccc2c1/C=N/NC(=O)c1cccs1
→ 1%	-4%	-14%
O=C(O)Cc1nn(Cc2ccc(Br)cc2F)c(=O)c2ccccc12
→ -1%	6%	x
COc1cccc(Oc2ccc(C(F)(F)F)cc2NC(=O)c2cccc(F)c2)c1
→ 27%	-9%	-1%
Cc1ccc(Cn2c(C(=O)O)c(CNCc3cccs3)c3ccc(C)cc32)cc1
→ x	-1%	-4%
CCN(CCO)c1cc(Cl)nc(SC)n1
→ 2%	-3%	-18%
COc1ccc(N2CCN(C(=O)C(=O)c3cn(CC(=O)N4CCOCC4)c4ccccc34)CC2)cc1
→ -22%	1%	-8%
COc1cc(CN2CCN(C(=O)c3cccc4ccccc34)CC2)cc(OC)c1OC
→ -4%	-3%	-4%
C=CCn1c(=O)/c(=C/c2ccc(F)cc2)s/c1=C(\C#N)c1nnc2n1CCCCC2
→ 2%	u	-23%
O=C(c1ccccc1F)N1CCN=C1SCc1cccnc1
→ 24%	-3%	-4%
COc1ccccc1OCC(=O)Nc1ccc(S(=O)(=O)N2CCCCCC2)cc1
→ 11%[2.35 µM]	-12%	11%
Cc1ccc(N2C(=O)c3ccc(C(=O)N4CCN(Cc5ccccc5)CC4)cc3C2=O)cc1
→ -5%	-5%	1%
CC(=O)Cc1nsc(NC(=O)c2ccc(-c3cc(C(F)(F)F)ccc3Cl)o2)n1
→ 1%	1%	-11%
CC(=O)c1ccc(S(=O)(=O)Nc2ccc(N3CCOCC3)cc2)cc1
→ -10%	0%	1%
CCCCc1cc(=O)oc2cc(OCc3nn[nH]n3)ccc12
→ 1%	-2%	-4%
CCOC(=O)C1CCN(Cc2ccc(Cl)c(Cl)c2)CC1
→ -4%	0%	12%
COc1ccc(-c2c(C)nn3c(N4CCN(Cc5ccccc5)CC4)cc(C)nc23)cc1OC
→ -1%	-17%	-8%
COc1ccc(OC)c(N2C(=O)CC(NNC(=O)c3ccc4c(c3)OCO4)C2=O)c1 (centres undefined)
→ x	-1%	-4%
O=C(COC(=O)c1ccc(N2CCCC2=O)cc1)Nc1ccccc1
→ x	2%	12%
COC(=O)C1=CN(c2cc(C)cc(C)c2)C=C(C(=O)OC)C1c1ccc(OC)c(O)c1
→ u	-11%	-16%

New compounds follow:
Molecule | N370S GC | KAT2A inh | FEN1 inhibitor
Cc1cc(=O)c2cc(Br)ccc2n1CC(=O)NCc1ccccc1 | -3% | -11% | -11%
Cc1ccccc1C(=O)N/N=C/c1ccc(OCC(=O)N2CCCCC2)cc1 | 1% | -16% | 2%
O=C(COCc1cc(-c2ccc3c(c2)OCO3)on1)N1CCN(c2cccc(Cl)c2)CC1 | -3% | -8%&-11% | 0%&4%
CC(=O)c1cccc(S(=O)(=O)N(C)C2CCN(C)CC2)c1 | 5% | -7% | 0%
COC(=O)N/N=C/c1ccc(Oc2ccccc2)cc1 | 0% | 5% | 8%
N#CC1=C(N)OC2=C(C(=O)CCC2)C1c1ccc(OC(=O)N2CCOCC2)cc1 (centres undefined) | 7% | 0% | -10%
COc1ccc(S(=O)(=O)N2CCCC2)cc1NC(=O)c1ccccc1 | -2% | -5% | 0%
Cc1ccc(C)c(CNC(=O)Nc2ccccc2)c1 | 1% | -5% | -1%
COc1ccc(CCNc2ncnc3c2c(-c2ccccc2)cn3-c2ccc(Cl)cc2)cc1OC | x | -8% | -16%
NC(=O)CC(NC(=O)c1ccc(Cl)cc1)C(=O)NCCc1ccc(S(N)(=O)=O)cc1 (centres undefined) | -5% | 0% | 4%
CN(C)S(=O)(=O)N(CC(=O)N1CCN(c2ccccc2)CC1)c1ccccc1 | 1% | -14% | -1%
COC(=O)CSc1[nH]c2ccccc2c1[N+](=O)[O-] | -6% | 19% | -3%
COc1ccc(OC)c(NC(=O)Cn2ncc3c2-c2ccccc2OC3)c1 | x | 0% | 2%
CC(NC(=O)COC(=O)c1ccc2c(=O)n3c(nc2c1)CCCCC3)c1ccccc1 (centres undefined) | x | 1% | -7%
COc1cc(C(=O)Nc2ccc3nc(N4CCN(C)CC4)cc(C)c3c2)cc(OC)c1OC | -23% | u | -25%
Cc1ccc(-n2nc(C)c(C(C)(O)C(F)(F)F)c2N)cc1 (centres undefined) | 7% | -7% | -2%
O=C(Nc1ccc(Br)cc1)N1CCCCC1 | 9% | -5% | 5%
CCCS(=O)(=O)NCCc1cc2ccc(OC)cc2[nH]c1=O | -1% | -25% | -2%
COc1ccc(C(C(=O)NC2CCCC2)N(CCCO)C(=O)c2snc(C(N)=O)c2N)cc1 (centres undefined) | 1% | -2% | 5%
Cn1c(=O)cc(OCC(=O)NCc2ccc(F)cc2Cl)c2ccccc21 | x | -2% | 12%
CN(C)S(=O)(=O)c1ccc(C(=O)Nc2ccc(Cl)cc2)cc1 | 21% | -3% | 6%
CC(=O)c1ccc(N=C2C(=O)Nc3ccccc32)cc1 | -9% | -1% | 6%
CCOc1ccc(N(CC(=O)NN=C2CCCC2)S(C)(=O)=O)cc1 | -15% | -6% | -5%
O=C(CN1C(=O)CS/C1=C\c1nc(-c2ccc(Cl)cc2)cs1)Nc1cccnc1Cl | 12% | 0% | -12%
Cc1ccccc1OCC(=O)Nc1cccc(C(=O)O)c1 | -8% | -14% | -5%
COC(=O)c1csc(S(=O)(=O)N2CCOCC2)c1OC | 0% | -3% | 10%
Cc1nc(NC(=O)c2ccccc2)sc1-c1csc(Nc2ccc(C(=O)O)cc2)n1 | -8% | 5% | 35µM*
CN1CCN(C(=O)c2ccc(Cl)cc2)CC1 | -9% | -4% | -2%
CCC(=O)OCC(=O)c1cc(C)n(-c2ccc(Br)cc2)c1C | 2% | -4% | -9%
COc1cc(/C=N/NC(=O)c2ccccc2)ccc1OS(=O)(=O)c1ccccc1 | -10% | -7% | 13%
COC(=O)c1scc(-c2ccc(C)cc2)c1S(=O)(=O)Nc1cc(Cl)ccc1C | x | -5% | -20%
CCOC(=O)c1sc2ncn(/N=C/N(C)C)c(=O)c2c1C | 6% | -20% | -4%
COc1ccc(NC(=O)CSc2nnc3ccc(-c4ccncc4)nn23)cc1 | -2% | -8% | -5%
COc1ccc(NC(=O)c2c(NCc3cccc(F)c3)sc3c2CCCC3)c(OC)c1 | x | -17% | -19%
COCCn1c(Cc2ccccc2)nnc1SCC(=O)Nc1cc(C)on1 | -2% | -6% | -3%
Cn1c(SCC(=O)Nc2nccs2)nnc1-c1ccncc1 | 2% | u | -8%
Cc1ccc(-c2cc(C(=O)N3CCCc4ccccc43)c3ccccc3n2)cc1 | 10% | -13% | -26%
Cn1c(=O)n(C)c2cc(S(=O)(=O)NCc3ccco3)ccc21 | 5% | -1% | 6%
Cn1c(SCC(=O)N/N=C/c2cccs2)nc2ccccc21 | 4% | -2% | -15%
COc1ccc2nc(NC(=O)CSc3nc(C)cc(C)n3)sc2c1 | 11% | 0% | -10%

An excerpt of these results, with each value named.
mol: Cc1ccc(-c2cc(C(=O)N3CCCc4ccccc43)c3ccccc3n2)cc1
  N370S GC: 10%
  KAT2A inh: -13%
  FEN1 inhibitor: -26%

mol: Cn1c(=O)n(C)c2cc(S(=O)(=O)NCc3ccco3)ccc21
  N370S GC: 5%
  KAT2A inh: -1%
  FEN1 inhibitor: 6%

mol: Cn1c(SCC(=O)N/N=C/c2cccs2)nc2ccccc21
  N370S GC: 4%
  KAT2A inh: -2%
  FEN1 inhibitor: -15%

Screening results (PubChem BioAssay)

Hits appear at their usual frequency. Share with any hit: about 0.54%.
